RPL19A TOR yeast – RPL19A-GFP expression modulators in yeast, primary screen, cell-based, S. cerevisiae, multiplex flow cytometry, MLPCN; S. cerevisiae RPL19A-GFP strain, 3 h; active compounds read low; percent response vs DMSO, % at 10 µM; hit rate 0.3% among 330,000; AID 2025, 2009;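 active means percent response vs DMSO below 50%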;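 further: median channel GFP fluorescence of the barcoded RPL19A-GFP strain; ratio of sample median GFP to plate DMSO average so 100% = DMSO; lower means less RPL19A-GFP as with rapamycin TOR inhibition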
MEP2 TOR yeast – modulators of MEP2-GFP levels in yeast, primary screen, S. cerevisiae, multiplex flow cytometry, MLPCN library; hit rate 0.51% among 330,000; AID 2016, 2009; S. cerevisiae MEP2-GFP strain, 3 h; 100% = DMSO control level; GFP response vs DMSO, % at 10 µM;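 active means GFP response versus DMSO above a set limit, roughly screen mean plus 3 SD, cut at about 180% in these data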;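 further: median GFP fluorescence of the barcode-gated MEP2-GFP cells per well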
LAP4-GFP MLPCN – modulators of LAP4-GFP expression in yeast, primary screen, S. cerevisiae, multiplex flow cytometry, MLPCN library | hit rate 0.34% among 320,000 | 3 h; median GFP as percent of DMSO wells | AID 2023, 2009 | GFP response vs DMSO, % at 10 µM;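 active means GFP response vs DMSO above a set limit, about the screen mean plus 3 SD, cut at about 150% in these data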
EBNA-1 inhibitor – EBNA-1 DNA-binding inhibitors, primary screen, biochemical, fluorescence polarization. AID 1950, 2009. inhibition, % at 14.8 µM. hit rate 0.34% among 300,000; in the data active means inhibition above about 28%
AHR activator – AHR activators, primary screen, cell-based, luminescence, luciferase reporter, human | hit rate 2.5% among 320,000 | AHR-responsive luciferase reporter cells | Aryl hydrocarbon receptor (Homo sapiens), P35869 | activation, % at 5 µM; in the data active means activation above about 47%;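 further: 0% = vehicle wells and 100% = reference agonist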
Target sequence (P35869 whole entry, looked up): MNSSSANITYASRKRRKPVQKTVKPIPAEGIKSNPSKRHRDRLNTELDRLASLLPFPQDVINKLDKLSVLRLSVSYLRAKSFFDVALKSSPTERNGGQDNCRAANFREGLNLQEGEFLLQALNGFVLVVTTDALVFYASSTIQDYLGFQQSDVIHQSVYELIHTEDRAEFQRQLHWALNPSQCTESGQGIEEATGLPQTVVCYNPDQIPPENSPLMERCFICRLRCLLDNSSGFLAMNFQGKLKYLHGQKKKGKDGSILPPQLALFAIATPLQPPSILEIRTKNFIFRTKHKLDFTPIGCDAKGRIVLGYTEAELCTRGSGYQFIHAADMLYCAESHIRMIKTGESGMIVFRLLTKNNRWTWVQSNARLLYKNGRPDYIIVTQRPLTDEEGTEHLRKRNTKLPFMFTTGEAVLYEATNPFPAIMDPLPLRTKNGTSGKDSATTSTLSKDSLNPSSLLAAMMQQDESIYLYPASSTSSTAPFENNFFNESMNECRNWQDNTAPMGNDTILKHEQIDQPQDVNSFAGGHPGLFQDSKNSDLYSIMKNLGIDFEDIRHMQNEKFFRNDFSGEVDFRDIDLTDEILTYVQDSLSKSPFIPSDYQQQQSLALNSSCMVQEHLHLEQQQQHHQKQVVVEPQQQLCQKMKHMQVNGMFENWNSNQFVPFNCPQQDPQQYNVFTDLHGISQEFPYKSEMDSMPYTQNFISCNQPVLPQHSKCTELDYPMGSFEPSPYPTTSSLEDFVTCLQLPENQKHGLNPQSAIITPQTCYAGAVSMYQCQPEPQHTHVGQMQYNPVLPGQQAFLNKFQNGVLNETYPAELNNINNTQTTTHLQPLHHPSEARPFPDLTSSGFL
procasp7 counter – procaspase-7 activators, primary screen, counter-screen for procaspase-3 activator project, biochemical, absorbance, HTS, human | Caspase-7 (Homo sapiens), P55210 | recombinant procaspase-7, Ac-DEVD-pNA absorbance 405 nm; D23A/D198A/D206A triple mutant, cannot self-cleave; scale: DMSO 0, 5 µM enzyme 100 | activation, % at 8.5 µM | hit rate 0.093% among 330,000 | AID 463210, 2010;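 active means percent activation above the screen-wide mean plus 3 SD, cut at about 25% in these data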
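Assay system: Uncleavable procaspase-7 mutant enzyme; Input: 2 µM procaspase-7 mutant as dispensed; Also added: DEVD-pNA substrate; Medium: Zinc-free HEPES pH 7.4 with 300 mM NaCl, 0.01% Triton X-100; Timing: 1 h compound preincubation, 2 h substrate cleavage, 25 °C; Measured by: Epi-absorbance of released pNA at 405 nm, two timepoints.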
procasp3 activ – activators of human procaspase-3 D3A mutant, primary screen, biochemical, absorbance, PC-3 D3A mutant, single concentration. recombinant procaspase-3 D3A, Ac-DEVD-pNA absorbance 405 nm. activation, % at 8.5 µM. hit rate 0.11% among 330,000;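 active means activation above the mean of all tested compounds plus 3 SD, cut at about 21% in these data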;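 further: 0% = DMSO alone and 100% = DMSO wells spiked with extra 5 µM PC-3 D3A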
Target sequence (P42574 whole entry D9A/D28A/D175A): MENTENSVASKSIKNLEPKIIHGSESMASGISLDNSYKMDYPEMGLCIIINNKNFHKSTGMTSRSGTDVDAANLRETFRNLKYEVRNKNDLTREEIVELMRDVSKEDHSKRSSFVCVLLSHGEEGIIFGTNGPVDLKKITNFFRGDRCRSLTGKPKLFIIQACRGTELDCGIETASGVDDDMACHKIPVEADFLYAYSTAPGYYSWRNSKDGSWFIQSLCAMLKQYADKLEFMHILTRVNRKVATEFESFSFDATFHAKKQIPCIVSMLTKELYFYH
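System: Procaspase-3 D3A mutant. Medium: Zinc-free 300 mM NaCl, 50 mM HEPES, 0.01% Triton X-100. Schedule: 1 h preincubation plus 2 h reaction at 25 °C. Measured by: 405 nm absorbance of p-nitroaniline, reads at 0 and 120 min. Read-out: percent activation relative to control range.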
ZTA counter – blocks Epstein-Barr virus ZTA, an EBNA-1 counter-screen; AID 2234; ZTA-DNA binding, fluorescence polarization; P03206; hit rate 0.15% among 320,000; inhibition, % at 11 µM; in the data active means inhibition above about 33%
Numbers without * were called inactive.

CC(C)(C)C(=O)O/N=C1\CCS(=O)(=O)c2sccc21 was read as RPL19A TOR yeast 97, MEP2 TOR yeast 93, LAP4-GFP MLPCN 109, EBNA-1 inhibitor -2, AHR activator 5, procasp7 counter 6, procasp3 activ 3 and ZTA counter 4.
CCOC(=O)C1CCN(Cc2c(F)cccc2Cl)CC1 was read as RPL19A TOR yeast 103, MEP2 TOR yeast 104, LAP4-GFP MLPCN 94, EBNA-1 inhibitor -5, AHR activator -2, procasp7 counter 1, procasp3 activ -1 and ZTA counter -8.
Screening C=C(Cl)COc1cc(C)cc2oc(=O)cc(CC)c12 returned RPL19A TOR yeast 97, MEP2 TOR yeast 98, LAP4-GFP MLPCN 100, EBNA-1 inhibitor 0, AHR activator 6, procasp7 counter -15, procasp3 activ -5 and ZTA counter 7.
O=C(c1ccccc1)N1CCN(Cc2ccc3c(c2)OCO3)CC1 was read as RPL19A TOR yeast 100, MEP2 TOR yeast 99, LAP4-GFP MLPCN 85, EBNA-1 inhibitor 21, AHR activator 0, procasp7 counter -5, procasp3 activ -12 and ZTA counter 5.
For CCCN1CCC(=NNc2ccc(S(=O)(=O)N3CCOCC3)cc2[N+](=O)[O-])CC1 the results were RPL19A TOR yeast 105, MEP2 TOR yeast 100, LAP4-GFP MLPCN 102, EBNA-1 inhibitor 4, AHR activator -12, procasp7 counter 0, procasp3 activ 4 and ZTA counter -12.
For CNC(=S)N(CCc1c(C)[nH]c2ccc(C)cc12)Cc1ccco1 the results were RPL19A TOR yeast 98, MEP2 TOR yeast 99, LAP4-GFP MLPCN 102, EBNA-1 inhibitor -3, AHR activator 55*, procasp7 counter 4, procasp3 activ 2 and ZTA counter 15.
`Cc1ccc2oc(C(=O)NCc3ncc(C)[nH]3)c(C)c2c1` gave RPL19A TOR yeast 100, MEP2 TOR yeast 80, LAP4-GFP MLPCN 82, EBNA-1 inhibitor -2, AHR activator 44, procasp7 counter -13, procasp3 activ -8 and ZTA counter 1.
For CC(OC(=O)/C=C/c1ccc2ccccc2n1)C(=O)N(C)c1ccccc1 (stereo unspecified) the results were RPL19A TOR yeast 96, MEP2 TOR yeast 98, LAP4-GFP MLPCN 108, AHR activator 6, procasp7 counter 10, procasp3 activ -1 and ZTA counter 8.
COc1ccc(C2=NN(C(=O)CCC(=O)O)C(c3ccc(F)cc3)C2)cc1 (stereo unspecified) was read as RPL19A TOR yeast 98, MEP2 TOR yeast 94, LAP4-GFP MLPCN 89, EBNA-1 inhibitor -6, AHR activator -1, procasp7 counter 20, procasp3 activ 2 and ZTA counter -1.
For Cc1cc(C)nc(NS(=O)(=O)c2cccs2)c1 the results were RPL19A TOR yeast 104, MEP2 TOR yeast 100, LAP4-GFP MLPCN 110, EBNA-1 inhibitor 14, AHR activator -2, procasp7 counter 10, procasp3 activ 3 and ZTA counter 1.
Screening O=C(CN(C(=O)CCC(=O)Nc1nccs1)c1cccc(F)c1)NCc1ccc(F)cc1 returned RPL19A TOR yeast 103, MEP2 TOR yeast 102, LAP4-GFP MLPCN 91, EBNA-1 inhibitor 2, AHR activator -1, procasp7 counter 1, procasp3 activ 8 and ZTA counter -2.
`O=C(c1cnn2c1NC(c1ccc(Br)cc1)CC2C(F)(F)F)N1CCN2CCCC2C1` (stereo unspecified) gave RPL19A TOR yeast 96, MEP2 TOR yeast 99, LAP4-GFP MLPCN 97, EBNA-1 inhibitor 11, AHR activator 1, procasp7 counter 4, procasp3 activ 0 and ZTA counter 1.
CC(C)C[C@H](NC(=O)c1nc[nH]c1C(=O)NCCCCCNC(=O)OC(C)(C)C)C(=O)OCc1ccccc1 was read as RPL19A TOR yeast 99, MEP2 TOR yeast 98, LAP4-GFP MLPCN 97, EBNA-1 inhibitor 3, AHR activator -3, procasp7 counter 0, procasp3 activ 4 and ZTA counter -12.
CCN(c1ccccc1)S(=O)(=O)c1ccc(F)c(C(=O)O)c1 was read as RPL19A TOR yeast 103, MEP2 TOR yeast 92, LAP4-GFP MLPCN 99, EBNA-1 inhibitor 3, AHR activator -2, procasp7 counter 9, procasp3 activ 4 and ZTA counter -11.
`O=c1c2ccccc2nc2c3ccccc3ncn12` gave RPL19A TOR yeast 102, MEP2 TOR yeast 107, LAP4-GFP MLPCN 107, EBNA-1 inhibitor -8, AHR activator 21, procasp7 counter -1, procasp3 activ 1 and ZTA counter 13.

Some of these compounds in order of formula weight, smallest number first.
CCN(c1ccccc1)S(=O)(=O)c1ccc(F)c(C(=O)O)c1 was read as RPL19A TOR yeast 103, MEP2 TOR yeast 92, LAP4-GFP MLPCN 99, EBNA-1 inhibitor 3, AHR activator -2, procasp7 counter 9, procasp3 activ 4 and ZTA counter -11.
O=C(c1ccccc1)N1CCN(Cc2ccc3c(c2)OCO3)CC1 was read as RPL19A TOR yeast 100, MEP2 TOR yeast 99, LAP4-GFP MLPCN 85, EBNA-1 inhibitor 21, AHR activator 0, procasp7 counter -5, procasp3 activ -12 and ZTA counter 5.
CC(C)C[C@H](NC(=O)c1nc[nH]c1C(=O)NCCCCCNC(=O)OC(C)(C)C)C(=O)OCc1ccccc1 was read as RPL19A TOR yeast 99, MEP2 TOR yeast 98, LAP4-GFP MLPCN 97, EBNA-1 inhibitor 3, AHR activator -3, procasp7 counter 0, procasp3 activ 4 and ZTA counter -12.

The list continues:
Screening CCOc1cc(S(=O)(=O)NCc2cccnc2)c(C)cc1C returned RPL19A TOR yeast 101, MEP2 TOR yeast 100, LAP4-GFP MLPCN 98, EBNA-1 inhibitor 18, AHR activator 8, procasp7 counter -4, procasp3 activ -3 and ZTA counter 6.
Screening O=C(Nc1ccc2[nH]c3c(c2c1)CCCC3)c1ccco1 returned RPL19A TOR yeast 99, MEP2 TOR yeast 108, LAP4-GFP MLPCN 114, EBNA-1 inhibitor 0, AHR activator 18, procasp7 counter 10, procasp3 activ -7 and ZTA counter 13.
Screening C=CCN1C(=O)C(Cc2ccc(Br)cc2)S/C1=N\N=C\c1ccco1 (stereo unspecified) returned RPL19A TOR yeast 97, MEP2 TOR yeast 96, LAP4-GFP MLPCN 97, EBNA-1 inhibitor 4, AHR activator 0, procasp7 counter 10, procasp3 activ -1 and ZTA counter 13.
Screening COc1ccc(CC(=O)NCC(=O)N/N=C/c2ccc(C)o2)cc1 returned RPL19A TOR yeast 107, MEP2 TOR yeast 101, LAP4-GFP MLPCN 110, EBNA-1 inhibitor -3, AHR activator 21, procasp7 counter -3, procasp3 activ -2 and ZTA counter 10.
CC(C)Oc1ccc(S(=O)(=O)N2CCCCC2)cc1NC(=O)CN1C(=O)NC(C)(c2ccccc2)C1=O (stereo unspecified) was read as RPL19A TOR yeast 100, MEP2 TOR yeast 93, LAP4-GFP MLPCN 94, EBNA-1 inhibitor -6, AHR activator 5, procasp7 counter -4, procasp3 activ 2 and ZTA counter 7.
`COc1ccc(SC[C@H](C)CN2CC[C@H](C(C)(C)C)CCC2=O)cc1` gave RPL19A TOR yeast 94, MEP2 TOR yeast 80, LAP4-GFP MLPCN 93, AHR activator -1, procasp7 counter -4, procasp3 activ -2 and ZTA counter 4.
`CCCCCNC(=O)c1ccc2c(=O)n(CCOC)c(=O)[nH]c2c1` gave RPL19A TOR yeast 102, MEP2 TOR yeast 103, LAP4-GFP MLPCN 105, EBNA-1 inhibitor 18, AHR activator 6, procasp7 counter 14, procasp3 activ 0 and ZTA counter -1.
`COc1ccc(C2=CC(=O)C[C@H](c3ccc(Cl)cc3)C2)cc1` gave RPL19A TOR yeast 90, MEP2 TOR yeast 87, LAP4-GFP MLPCN 94, AHR activator 3, procasp7 counter 5, procasp3 activ 4 and ZTA counter 1.
For O=C(O)CCSc1nc(C(F)(F)F)cc(=O)n1-c1ccccc1 the results were RPL19A TOR yeast 93, MEP2 TOR yeast 124, LAP4-GFP MLPCN 96, EBNA-1 inhibitor 0, AHR activator 2, procasp7 counter -1, procasp3 activ 10 and ZTA counter -10.
Screening O=C(CCc1n[nH]c(=O)[nH]c1=O)N1CCOCC1 returned RPL19A TOR yeast 107, MEP2 TOR yeast 109, LAP4-GFP MLPCN 106, EBNA-1 inhibitor -5, AHR activator 1, procasp7 counter 2, procasp3 activ 5 and ZTA counter -3.
`CC(C)C[C@H](NC(=O)N1CCn2c1nc1ccccc12)C(=O)NC1CCCCC1` gave RPL19A TOR yeast 107, MEP2 TOR yeast 111, LAP4-GFP MLPCN 96, EBNA-1 inhibitor 9, AHR activator 3, procasp7 counter 2, procasp3 activ -1 and ZTA counter 8.
Screening CCOC(=O)C1C(=O)NC(c2ccccc2)=NC1c1ccc(C(C)C)cc1 (stereo unspecified) returned RPL19A TOR yeast 103, MEP2 TOR yeast 110, LAP4-GFP MLPCN 102, EBNA-1 inhibitor -9, AHR activator 9, procasp7 counter -6, procasp3 activ 3 and ZTA counter 1.
CCOC(=O)C1CCN(C(=O)COC(=O)c2cc([N+](=O)[O-])ccc2N2CCOCC2)CC1 was read as RPL19A TOR yeast 99, MEP2 TOR yeast 105, LAP4-GFP MLPCN 101, EBNA-1 inhibitor 9, AHR activator -1, procasp7 counter 4, procasp3 activ 3 and ZTA counter -17.
Cc1cc(O)c(C(C)C)cc1NC(=O)c1ccccc1Cl was read as RPL19A TOR yeast 93, MEP2 TOR yeast 93, LAP4-GFP MLPCN 90, EBNA-1 inhibitor -10, AHR activator 1, procasp7 counter 3, procasp3 activ 2 and ZTA counter 4.
`COc1ccc(CCNC(=O)CCCOc2cccc(C)c2C)cc1OC` gave RPL19A TOR yeast 98, MEP2 TOR yeast 100, LAP4-GFP MLPCN 98, EBNA-1 inhibitor -2, AHR activator 4, procasp7 counter 2, procasp3 activ -4 and ZTA counter 12.
`COC(=O)c1cc(S(=O)(=O)NCc2ccccc2)cn1C` gave RPL19A TOR yeast 97, MEP2 TOR yeast 101, LAP4-GFP MLPCN 100, EBNA-1 inhibitor -21, AHR activator 0, procasp7 counter 0, procasp3 activ 3 and ZTA counter 4.
COc1cc([N+](=O)[O-])ccc1NC(=O)Cc1ccc(C)cc1 was read as RPL19A TOR yeast 98, MEP2 TOR yeast 102, LAP4-GFP MLPCN 114, EBNA-1 inhibitor -5, AHR activator -3, procasp7 counter 1, procasp3 activ 10 and ZTA counter -11.
Cc1cccc(NC(=O)CSc2nc3c([nH]c4ccccc43)c(=O)n2C)c1 was read as RPL19A TOR yeast 106, MEP2 TOR yeast 102, LAP4-GFP MLPCN 105, EBNA-1 inhibitor -2, AHR activator 35, procasp7 counter 8, procasp3 activ 6 and ZTA counter 8.
`Cc1cccc(NS(=O)(=O)c2cc3c(cc2C)N(C)CCO3)c1` gave RPL19A TOR yeast 97, MEP2 TOR yeast 96, LAP4-GFP MLPCN 96, EBNA-1 inhibitor 5, AHR activator 2, procasp7 counter 5, procasp3 activ 6 and ZTA counter -18.
For Cc1[nH]c2ccccc2c1C(c1ccccn1)N1CCC(C(N)=O)CC1 (stereo unspecified) the results were RPL19A TOR yeast 85, MEP2 TOR yeast 84, LAP4-GFP MLPCN 150*, EBNA-1 inhibitor -1, AHR activator 1, procasp7 counter 8, procasp3 activ 1 and ZTA counter 16.
COc1ccc(C(=O)Nc2nnc(C3=COCCO3)o2)cc1 was read as RPL19A TOR yeast 100, MEP2 TOR yeast 101, LAP4-GFP MLPCN 105, EBNA-1 inhibitor 12, AHR activator 4, procasp7 counter -5, procasp3 activ -2 and ZTA counter -7.

From PubChem
